GBA enhancer – GBA activity enhancers in patient fibroblasts, primary screen, cell-based. activation, % at 10 µM. L444P Gaucher fibroblasts, 4-MU-glucoside fluorescence, 3 days. Lysosomal acid glucosylceramidase (Homo sapiens), P04062. 0.44% of 30,000 active; in the data active = activation above about 65%;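 also: 0% = vehicle wells and 100% = positive control wells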
Target sequence (P04062 whole entry L483P): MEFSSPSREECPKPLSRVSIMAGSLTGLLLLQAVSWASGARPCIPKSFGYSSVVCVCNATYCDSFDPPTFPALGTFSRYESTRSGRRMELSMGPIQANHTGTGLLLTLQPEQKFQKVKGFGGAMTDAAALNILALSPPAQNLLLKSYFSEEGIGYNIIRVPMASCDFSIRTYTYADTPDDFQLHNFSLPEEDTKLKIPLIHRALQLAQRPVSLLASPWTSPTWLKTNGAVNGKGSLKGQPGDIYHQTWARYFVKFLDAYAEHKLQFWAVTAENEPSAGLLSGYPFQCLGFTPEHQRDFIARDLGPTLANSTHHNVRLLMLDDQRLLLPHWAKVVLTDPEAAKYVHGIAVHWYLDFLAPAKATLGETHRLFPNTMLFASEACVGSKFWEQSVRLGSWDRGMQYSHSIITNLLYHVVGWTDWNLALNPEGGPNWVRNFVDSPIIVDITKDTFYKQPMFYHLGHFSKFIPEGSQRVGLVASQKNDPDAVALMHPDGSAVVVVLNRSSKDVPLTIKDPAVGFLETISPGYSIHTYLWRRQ
Active calls of the source: *. This is a subset; count on the stated rates, not on these rows.

For COc1ncnc2c1oc1nc(CC(C)C)c3c(c12)CCCC3 the results were GBA enhancer -9.6.
For O=C(Cn1nnc2c(cnn2-c2ccccc2)c1=O)NCc1cccs1 the results were GBA enhancer -32.0.
Screening COCCNC(=O)C(c1ccccc1C)N(CCOC)C(=O)Cn1nnc2ccccc21 (stereo unspecified) returned GBA enhancer -5.8.
For CCOC(=O)c1ccc(COc2nc3ccccc3nc2-c2ccccc2NC(C)=O)o1 the results were GBA enhancer 10.5.
COc1ccc(OCC(=O)Nc2cc(OC)cc(OC)c2)cc1 was read as GBA enhancer 5.9.
For CC(C)P(=O)(Cc1cccc(C#N)c1)C(C)C the results were GBA enhancer -2.6.
Screening CN(C)S(=O)(=O)N(CC(=O)NCc1ccccc1)c1ccccc1 returned GBA enhancer -7.1.
O=C(N1CCN(c2ccccc2F)CC1)C12CC3CC(CC(C3)C1)C2 was read as GBA enhancer -28.1.
CCOC(=O)CC(=O)CSc1nnc(Cn2c(=O)sc3ccccc32)n1C was read as GBA enhancer -7.6.
`CN1CCN(C(=O)c2ccc3c(c2)NC(=O)C(N2CCOCC2)S3)CC1` (stereo unspecified) gave GBA enhancer 18.7.
`c1ccc(Cn2nnnc2-c2ccco2)cc1` gave GBA enhancer 0.2.
For CCC(Sc1nc2c(c(=O)[nH]1)CCC2)C(=O)Nc1cccc(OC)c1 (stereo unspecified) the results were GBA enhancer -1.4.

Part of the list above in order of length of the SMILES, low to high.
For CC(C)P(=O)(Cc1cccc(C#N)c1)C(C)C the results were GBA enhancer -2.6.
For O=C(Cn1nnc2c(cnn2-c2ccccc2)c1=O)NCc1cccs1 the results were GBA enhancer -32.0.
CCOC(=O)CC(=O)CSc1nnc(Cn2c(=O)sc3ccccc32)n1C was read as GBA enhancer -7.6.
`CN1CCN(C(=O)c2ccc3c(c2)NC(=O)C(N2CCOCC2)S3)CC1` (stereo unspecified) gave GBA enhancer 18.7.
For CCOC(=O)c1ccc(COc2nc3ccccc3nc2-c2ccccc2NC(C)=O)o1 the results were GBA enhancer 10.5.

Continued.
COc1ccc(C(=O)NCc2oc(-c3ccccc3)cc2C(=O)O)cc1 was read as GBA enhancer -5.1.
Screening CCCSc1nc2c(c(=O)[nH]c(=O)n2C)n1CCc1ccccc1 returned GBA enhancer 3.4.
C=CCc1ccc(OCC(O)CN2CCCCC2)c(OC)c1 (stereo unspecified) was read as GBA enhancer -8.7.
Screening Clc1ccc(-c2nnc(-c3ccco3)o2)cc1 returned GBA enhancer -1.2.
O=C(Oc1ccccc1)c1cc2ccccc2o1 was read as GBA enhancer -2.8.
CCOC(=O)N1CCN(CCC(=O)Nc2ccc(C)c(Br)c2)CC1 was read as GBA enhancer -8.1.
`COCCCN1C(=O)C(=O)/C(=C(/O)c2ccc(C)cc2)C1c1ccccc1` (stereo unspecified) gave GBA enhancer -9.1.
Screening O=C(CCC(=O)c1ccc(F)cc1)OC1CCOC1=O (stereo unspecified) returned GBA enhancer 3.4.
For Cc1cc(C)n(C(=O)c2ccc(NC(=O)C3COc4ccccc4O3)cc2)n1 (stereo unspecified) the results were GBA enhancer 0.8.
COC(=O)C1CCN(C(=O)Cc2ccc(Br)cc2)CC1 was read as GBA enhancer 3.1.
Screening c1ccc(COn2nnc3ccccc32)c(COn2nnc3ccccc32)c1 returned GBA enhancer -9.8.
For Cc1ccc(S(=O)(=O)N2Cc3ccccc3CC2C(=O)Nn2cnnc2)cc1 (stereo unspecified) the results were GBA enhancer 1.1.
Screening Cc1cnc(NC(=O)CSc2nnc(-c3ccccc3)o2)s1 returned GBA enhancer -0.3.
O=C(NC1CC2CCC1C2)c1ccc(CN2CCOCC2)cc1 (stereo unspecified) was read as GBA enhancer -12.9.
`COc1ccc2cc3cc(C(=O)Nc4ccccc4N4CCN(C)CC4)oc3nc2c1` gave GBA enhancer -46.7.
CCN(CC)CCNC(=O)C1c2cc(OC)c(OC)cc2C(=O)N2CCc3ccccc3C12 (stereo unspecified) was read as GBA enhancer -15.0.
COc1cccc(C(c2nnnn2CCc2ccccc2)N2CCN(c3ccccc3)CC2)c1OC (stereo unspecified) was read as GBA enhancer 5.2.
CCOC(=O)c1cc(NC(=O)NCc2ccco2)c(C)nc1C was read as GBA enhancer -16.8.
For COc1cc(C(C#N)N2CCOCC2)ccc1O (stereo unspecified) the results were GBA enhancer -14.8.
COc1ccccc1NC(=O)CS(=O)(=O)c1cccc2nsnc12 was read as GBA enhancer 1.2.
Screening Cn1c(C(=O)NCc2ccccn2)cc2c(=O)n3ccccc3nc21 returned GBA enhancer -1.7.
For c1ccc2[nH]c(NC3=NCCC3)nc2c1 the results were GBA enhancer 5.7.
CCOc1ccccc1NC(=O)NC1CCN(CC(=O)Nc2ccc3c(c2)OCCO3)CC1 was read as GBA enhancer -31.6.
`COCCCNC(=O)CSC1=Nc2ccccc2C2=NC(Cc3c[nH]c4ccccc34)C(=O)N12` (stereo unspecified) gave GBA enhancer -6.0.
Screening Cc1ccc(N(CC(O)COCc2ccco2)S(=O)(=O)c2ccc(C)cc2)cc1 (stereo unspecified) returned GBA enhancer -15.5.
`O=C(COC(=O)Cn1cnc2ccccc21)NCCC1=CCCCC1` gave GBA enhancer -13.7.
For CCN(CC)CCCN1C(=O)C(O)=C(C(=O)c2sc(C)nc2C)C1c1ccco1 (stereo unspecified) the results were GBA enhancer -20.5.
CC1CCCCN1S(=O)(=O)c1ccc(NC(=O)c2cccc(-n3cnnn3)c2)cc1 (stereo unspecified) was read as GBA enhancer -6.1.
Cc1cc2c(N3CCCCC3C)ncnc2s1 (stereo unspecified) was read as GBA enhancer -9.4.
For COc1cccc(-c2nn(-c3ccccc3)cc2CO)c1 the results were GBA enhancer 5.2.
For COc1ccc(NC(=O)C2CCCN(c3c4c(nc5ncnn35)CCC4)C2)cc1 (stereo unspecified) the results were GBA enhancer -30.3.
For CC1(C)CC(=O)C=C(Nc2ccc(C(=O)O)cc2)C1 the results were GBA enhancer -69.2.
Cc1nonc1NC(=O)CSc1nc(C2CCCCC2)nc2ccccc12 was read as GBA enhancer -5.2.
Screening CC1CCCCN1C(=O)c1cc(-c2ccc(Cl)c(Cl)c2)on1 (stereo unspecified) returned GBA enhancer -12.0.
For Cn1c(=O)c2c(nc(N3CCOCC3)n2CCCNC2=NCCC2)n(C)c1=O the results were GBA enhancer -11.9.
`COc1ccc(NC(C)=O)cc1NC(=O)CCn1c(=O)sc2ccccc21` gave GBA enhancer -19.7.
Screening N#Cc1nc(Cc2ccccc2)oc1NCCc1ccccc1 returned GBA enhancer 9.2.
For O=C(Cn1cc(C(=S)N2CCOCC2)c2ccccc21)N1CCOCC1 the results were GBA enhancer 4.6.
Screening CC(=O)N(C)C1(c2nnnn2CCOC(=O)Nc2ccc(Cl)cc2)CCCCC1 returned GBA enhancer -3.4.
For CCC(C(=O)Nc1ncccn1)(C(F)(F)F)C(F)(F)F the results were GBA enhancer 6.6.
Screening COc1ccccc1CN1C(=S)SC(C)(C)C1NO (stereo unspecified) returned GBA enhancer -2.6.
`CCCn1c(SCC(=O)N2CCCCC2)nnc1-c1ccco1` gave GBA enhancer -44.0.
`O=c1c2cnn(-c3ccccc3)c2nc(-c2ccco2)n1-c1ccccc1` gave GBA enhancer -3.0.
For C=COCCn1c(-c2nonc2N)nc2ccccc21 the results were GBA enhancer 4.5.
Screening COc1ccc(OC)c2[nH]c(=O)c(CCNC(=O)c3ccc(S(=O)(=O)N(C)C)cc3)cc12 returned GBA enhancer -5.3.
`Cc1ccc(N2CCN(C(=O)CNS(=O)(=O)c3ccc(Br)s3)CC2C)cc1` (stereo unspecified) gave GBA enhancer -46.5.
Screening O=c1[nH]c(CN2CCN(Cc3ccc4c(c3)OCO4)CC2)nc2ccccc12 returned GBA enhancer -1.5.
For CCc1cccc(C)c1NC(=O)c1cc(C)oc1C the results were GBA enhancer -7.8.

Overlap with the part before: two compounds; new compounds follow.
Screening O=c1[nH]c(CN2CCN(Cc3ccc4c(c3)OCO4)CC2)nc2ccccc12 returned GBA enhancer -1.5.
For CCc1cccc(C)c1NC(=O)c1cc(C)oc1C the results were GBA enhancer -7.8.
`CCCCNC(=O)c1sc(=S)n2c1[nH]c(=O)c1ccccc12` gave GBA enhancer -21.5.
For COc1cccc(C(=O)NC2=NCCS2)c1OC the results were GBA enhancer -9.1.
Screening Cc1cc(NC(=O)c2cc3ccccc3o2)cc(C)c1OCC(=O)N1CCOCC1 returned GBA enhancer -14.2.
Screening O=S(=O)(NCCCCCNS(=O)(=O)c1ccccc1)c1ccccc1 returned GBA enhancer -13.2.
For O=C(c1ccc(Cl)cc1Cl)C1(n2cncn2)Oc2ccccc2C1O (stereo unspecified) the results were GBA enhancer -17.9.
`COc1ccc(OC)c(S(=O)(=O)N(C)CC(=O)N2CCN(c3ccc(F)cc3)CC2)c1` gave GBA enhancer 0.8.
For O=c1c2ccccc2nnn1CSc1nnc2sc3ccccc3n12 the results were GBA enhancer -4.3.
Screening COC(=O)c1ccc(CSc2nc(-c3ccccc3)cs2)o1 returned GBA enhancer 0.4.
Screening Cc1nnc(SCc2ccc(F)cc2)s1 returned GBA enhancer -1.6.
Screening CCn1c(=O)c(C(=O)NCc2ccc(OC)c(OC)c2)c(O)c2ccccc21 returned GBA enhancer 3.8.
CCC(c1ccccc1)c1nc(-c2ccccn2)no1 (stereo unspecified) was read as GBA enhancer -8.6.
`COC(=O)c1ccc(Cl)c(NC(=O)CSc2ncn[nH]2)c1` gave GBA enhancer -17.6.

The list goes on (2 carried over from the part before).
CCC(c1ccccc1)c1nc(-c2ccccn2)no1 (stereo unspecified) was read as GBA enhancer -8.6.
`COC(=O)c1ccc(Cl)c(NC(=O)CSc2ncn[nH]2)c1` gave GBA enhancer -17.6.
Screening NS(=O)(=O)c1ccc(CCNC(=O)c2cccnc2)cc1 returned GBA enhancer -1.1.
Screening Cc1ccc(S(=O)(=O)C2(C(=O)N3CCCCCC3)CC2)cc1 returned GBA enhancer -5.0.
For O=S(=O)(Cc1ccccc1)NCc1ccccn1 the results were GBA enhancer 3.3.
For CCCCN(C(=O)CNC(=O)c1ccco1)C(C(=O)NC1CCCCC1)c1ccc(OC)cc1OC (stereo unspecified) the results were GBA enhancer -43.0.
Screening C=CCOc1nc(N(C)C)nc(N(C)C)n1 returned GBA enhancer 2.5.
For CCOc1ccc(-n2nc(C(=O)NCCOC)c3ccccc3c2=O)cc1 the results were GBA enhancer 14.4.
`O=C(CN1CCCC1)Nc1ccc(Oc2ccc(NC(=O)CN3CCCC3)cc2)cc1` gave GBA enhancer -62.2.
Screening CCOC(=O)CSc1ccc2nnc(-c3ccncc3)n2n1 returned GBA enhancer -9.8.
Screening COc1ccc(CN/C(C)=C(/C#N)C(N)=O)cc1OC returned GBA enhancer -23.9.
Screening Cc1c(C(=O)NCc2ccccc2)oc2ccc(S(=O)(=O)N3CCC4(CC3)OCCO4)cc12 returned GBA enhancer -46.8.
`COc1cc(C(O)c2nc3ccccc3n2C)cc(OC)c1OC` (stereo unspecified) gave GBA enhancer 0.0.
COC(=O)CSc1nnc(CNC(=O)Cc2ccccc2)n1-c1ccccc1OC was read as GBA enhancer -12.4.

Grouped by structure, the compounds so far containing fluorine
O=C(N1CCN(c2ccccc2F)CC1)C12CC3CC(CC(C3)C1)C2 was read as GBA enhancer -28.1.
Screening O=C(CCC(=O)c1ccc(F)cc1)OC1CCOC1=O (stereo unspecified) returned GBA enhancer 3.4.
For CCC(C(=O)Nc1ncccn1)(C(F)(F)F)C(F)(F)F the results were GBA enhancer 6.6.
`COc1ccc(OC)c(S(=O)(=O)N(C)CC(=O)N2CCN(c3ccc(F)cc3)CC2)c1` gave GBA enhancer 0.8.
Screening Cc1nnc(SCc2ccc(F)cc2)s1 returned GBA enhancer -1.6.

Going on with the list.
Screening CC1(C)Cc2c(c(=S)nc(-c3ccccc3)n2CCO)CO1 returned GBA enhancer -28.3.
Screening CCOc1ccc(Cn2c(=O)oc3ccc(C)cc32)cc1OC returned GBA enhancer 22.9.
O=C(O)CCCCCNC(=O)c1ccncc1 was read as GBA enhancer -12.9.
`O=C(C1CCCN(Cc2ccncc2)C1)N1CCc2ccccc2C1` (stereo unspecified) gave GBA enhancer -12.2.
`NC(CC(=O)O)c1cccc(OCc2ccccc2)c1` (stereo unspecified) gave GBA enhancer 30.1.
`CC(CC(=O)O)NCC1COc2ccccc2O1` (stereo unspecified) gave GBA enhancer 2.6.
For COc1cccc(C2CC(c3cccs3)Nc3ncnn32)c1 (stereo unspecified) the results were GBA enhancer -2.4.
For COc1ccc(-c2noc(COc3ccc(C)c(C)c3)n2)cc1OC the results were GBA enhancer -4.8.
Screening CC(=O)C1C(=O)CC(C)(O)C(C(C)=O)C1c1ccc(N(C)C)cc1 (stereo unspecified) returned GBA enhancer -1.0.
Screening O=C(O)CCc1ccc(-c2ccc(F)cc2)n1NC(=O)c1ccco1 returned GBA enhancer -7.4.
CCC(NC(=O)c1ccccc1NC(=O)c1ccco1)C(=O)NC1CCCCC1 (stereo unspecified) was read as GBA enhancer -4.5.
`NC(=O)CN1C(=O)C2C3C=CC(C3)C2C1=O` (stereo unspecified) gave GBA enhancer -19.3.
O=C(COc1ccc(Cl)cc1)NCc1nnc(SCC(=O)N2CCCCC2)o1 was read as GBA enhancer -68.1.
Screening Cc1cc(OCc2nc(-c3cccnc3)no2)c(C)cc1Br returned GBA enhancer -49.8.
For O=C(Cn1cnc2scc(-c3ccccc3)c2c1=O)N1CCOCC1 the results were GBA enhancer 0.4.
For CCCc1nc2ccccc2c(=O)n1/N=C/c1ccc(O)cc1 the results were GBA enhancer -28.5.
COc1ccccc1CC(=O)Nc1ccc(OC)c(OC)c1 was read as GBA enhancer -6.8.
CCOc1ccc(NC(=O)CN(c2ccc(OC)cc2)S(C)(=O)=O)cc1 was read as GBA enhancer -13.8.

Source: PubChem BioAssay (The Scripps Research Institute Molecular Screening Center)
